# GLA spleen mod: inhibits or activates alpha-galactosidase in human spleen homogenate | human spleen homogenate, 4MU-alpha-Gal fluorescence, 40 min | Potency, µM (series often up to 80 µM), inactives show top-dose activity change, negative = inhibition, usual class: inhibitors | P06280 | hit rate 0.008% among 240,000;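 note: 0% = enzyme with vehicle and -100% = no enzyme basal signal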
#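 Spleen homogenate 1 ug + cpd (titration) + 4-MU-alpha-D-galactopyranoside 1 mM; 37C 40 min; 50 mM citrate/phosphate pH 5.0, 0.01% Tween-20; stop pH 10; fluorescence 365/440; AC50 via Hill.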
# Tau fluor counter: counter-screen for tau fibril formation inhibitors; hit rate 0.93% among 280,000; tau K18 P301L (four-repeat tau fragment) Alexa594 fluorescence, heparin fibrillization; AID 1463; Potency, µM (series often up to 57.7 µM), without a hit: at the top dose activity change, negative = decrease; note: % is set by controls: 0 for no effect and ±100 for the full control effect; nearly all actives have a fitted effect of over 55% in size
#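 Human K18 P301L tau (15 uM unlabeled plus 0.24 uM Alexa 594-labeled, final) in 100 mM sodium acetate pH 7 was mixed with compound and 20 uM heparin and incubated 6 hr at 37 C.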
# ALDH1A1 block: inhibitors of human aldehyde dehydrogenase 1A1. Purified ALDH1A1, NADH fluorescence, propionaldehyde substrate. Potency, µM (doses to about 75.3 µM), for inactives: at the top dose activity, negative = inhibition, most hits filed as inhibitors. hit rate 7.3% among 220,000; active = well fitted inhibition curve with a large enough effect, not every such curve was filed as active; inconclusive = small, poorly fitted or top-dose-only effect, or another doubt; inactive = no such curve, though single readings can be large or run the other way;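 note: plate controls were no enzyme wells and a reference inhibitor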
# Target sequence (P00352 whole entry, looked up): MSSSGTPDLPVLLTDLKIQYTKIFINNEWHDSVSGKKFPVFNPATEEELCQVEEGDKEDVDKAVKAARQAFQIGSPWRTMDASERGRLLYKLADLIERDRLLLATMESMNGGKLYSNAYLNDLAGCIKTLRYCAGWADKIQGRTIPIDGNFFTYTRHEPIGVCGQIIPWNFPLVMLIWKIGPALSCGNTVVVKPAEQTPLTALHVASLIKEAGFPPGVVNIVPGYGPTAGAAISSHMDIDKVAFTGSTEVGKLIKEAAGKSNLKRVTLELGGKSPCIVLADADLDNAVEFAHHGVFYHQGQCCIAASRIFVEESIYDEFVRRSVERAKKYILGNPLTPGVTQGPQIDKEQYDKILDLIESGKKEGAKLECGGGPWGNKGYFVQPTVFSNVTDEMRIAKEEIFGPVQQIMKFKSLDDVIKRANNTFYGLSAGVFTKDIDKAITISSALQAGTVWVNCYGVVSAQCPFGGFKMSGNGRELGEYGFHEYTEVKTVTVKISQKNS
# Epigenetic derep: regulators of epigenetic silencing causing reporter derepression in mouse cells; murine LDR cells, GFP reporter derepression, 30 h; Potency, µM (doses to about 53.9 µM), for inactives: top-dose GFP activation, actives largely listed as activators; hit rate 0.2% among 280,000; note: % of control where 0% means no effect; nearly all actives have a fitted effect of over 60% in size
#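 In this reporter-derepression format, murine cells bearing a silenced integrated CMV-GFP locus incubate with test compound (30 h, 37 C), then are washed and imaged; fluorescent objects of 20–120 um count as induced cells.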
# GAA glycogen: alters human alpha-glucosidase cleavage of glycogen; P10253; recombinant GAA, glycogen substrate, Amplex Red glucose oxidase fluorescence; Potency, µM (top dose mostly 76.4 µM), for the others: at the highest dose activity change, negative = inhibition, actives largely listed as inhibitors; hit rate 0.38% among 300,000;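 note: 0% = full enzyme reaction and -100% = no-enzyme basal signal; the screen sought inhibitors and activators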
#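 Natural-substrate format: glycogen cleavage by 4 nM human enzyme, glucose read by Amplex Red coupling (Ex 573, Em 610 nm). Normalized to enzyme and no-enzyme controls.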
# GAA inh: blocks human lysosomal alpha-glucosidase; P10253; purified human GAA, 4-MU-alpha-glucoside fluorescence; Potency, µM (series often up to 76.9 µM), without a hit: top-dose activity change, negative = inhibition, actives largely listed as inhibitors; hit rate 0.005% among 200,000;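 note: plate controls were uninhibited enzyme wells for no effect and no-enzyme background for full effect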
#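 Read-out is 4-methylumbelliferone fluorescence (Ex 365/Em 440 nm) after NaOH/glycine stop at pH 10. Enzyme 4 nM, substrate 400 uM, pH 5.0 citrate buffer, 20 min room temperature; AC50 from Hill-equation concentration-response.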
# aGlu spleen mod: lysosomal alpha-glucosidase (human) modulation; P10253; human spleen homogenate, 4-MU-alpha-glucoside fluorescence; Potency, µM (doses to about 79.9 µM), inactives show top-dose activity change, negative = inhibition, usual class: inhibitors; hit rate 0.006% among 240,000; AID 2112;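 note: 0% = enzyme with vehicle and -100% = no enzyme basal signal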
#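 Human spleen homogenate (1 ug) with 4-methylumbelliferyl-alpha-D-glucopyranoside (1 mM final) in 50 mM citrate/phosphate pH 5.0, 0.01% Tween-20; 40 min at 37 C. Stopped at pH 10; 4-MU fluorescence Ex 365/Em 440 nm; AC50 by Hill fit.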
# NPSR antag: antagonists of human neuropeptide S receptor cAMP signaling. AID 1461. Potency, µM (doses to about 38.3 µM), without a hit: top-dose activity change, negative = inhibition, usual class: inhibitors. CHO-NPSR cells, cAMP TR-FRET, antagonist mode. hit rate 1% among 220,000; note: % is set by controls: 0 for no effect and ±100 for the full control effect; nearly all actives have a fitted effect of over 50% in size; many of its hits are not listed in these tables
# Target sequence (Q6W5P4 whole entry, looked up): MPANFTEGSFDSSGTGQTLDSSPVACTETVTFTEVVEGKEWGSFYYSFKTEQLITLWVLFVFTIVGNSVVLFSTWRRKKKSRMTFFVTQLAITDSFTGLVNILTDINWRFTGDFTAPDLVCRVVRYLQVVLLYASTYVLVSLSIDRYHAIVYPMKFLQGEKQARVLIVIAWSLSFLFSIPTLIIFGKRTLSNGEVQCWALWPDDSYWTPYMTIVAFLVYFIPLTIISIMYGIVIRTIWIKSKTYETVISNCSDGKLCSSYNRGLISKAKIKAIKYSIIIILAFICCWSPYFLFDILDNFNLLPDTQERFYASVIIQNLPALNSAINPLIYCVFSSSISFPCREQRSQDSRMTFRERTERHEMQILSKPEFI
# * = called active by the depositor; ? = inconclusive; . = not tested or not shown; & = joins results of further samples; ! = not active in a repeat; [ ] = another dose, or the depositor's remark. Unless noted, calls come from the whole dose curve; as a rule, active = well fitted curve in the direction sought with a large enough effect; inconclusive = small, poorly fitted or top-dose-only effect, or another doubt; inactive = no such curve, though single readings can be large; an effect the other way counts as inactive or inconclusive. Potency is the fitted concentration of half-maximal effect. An excerpt; count on the stated rates, not on these rows.
SMILES,GLA spleen mod,Tau fluor counter,ALDH1A1 block,Epigenetic derep,GAA glycogen,GAA inh,aGlu spleen mod,NPSR antag
CSc1nnc(OC(=O)N(C)C)n1-c1ccc(Cl)cc1,-5%,-2%,4%,1.6%,-3%,6%[15.4 µM],1%,-10%
CC/C(=N\Nc1ccccc1)c1c(O)n(-c2ccccc2)c(=O)[nH]c1=O,-1%,-21%,-6%,-0.3%,?,-1%,2%,1%
Cc1ccc(NC(=O)CN2C(=O)CN=C(c3ccccc3)c3cc(Cl)ccc32)cc1,4%,7%,?,-0.8%,13%,1%,-1%,?
CCCNS(=O)(=O)c1ccc(OCC(=O)N2CCN(C)CC2)cc1,2%,9%,15%,-0.1%,6%,-6%,2%,-9%[46.1 µM]
CCc1ccc(N2C(=O)NC(=O)/C(=C\C=C\c3ccco3)C2=O)cc1,-4%,-7%,.,?,-14%,.,-7%,10µM*
Cc1ccc(OCC(=O)N2CCN(Cc3ccc([N+](=O)[O-])cc3)CC2)cc1,-2%,1%,.,4.7%,2%,.,-3%,-32%
CCOP(=O)(OCC)C(NC(=O)c1ccc(OC)cc1)C(Cl)(Cl)Cl (stereo unspecified),2%,-18%,3%,1.4%,10%,-15%,-2%,-24%
CCCCSP1(=S)NCCCN1,-7%,5%,0%,0.2%,-5%,14%,-11%,7%[46.1 µM]
O=C(C(=O)N1CCOCC1)c1cn(Cc2ccccc2)c2ccccc12,-7%,-12%,-7%,-1.7%,-6%,-2%,-3%,-5%
C=Cn1ccnc1P(=S)(c1ccc(N(C)C)cc1)c1nccn1C=C,-2%,-8%,-17%,-1.9%,15%,?,-6%,-15%[46.1 µM]
CC12CCC3C(CC=C4CC(O)CCC43C)C1C/C(=C\c1cccc(F)c1)C2=O (stereo unspecified),-3%,-14%,5%,-1.7%,-2%,5%[15.4 µM],-2%,-23%[46.1 µM]
COc1cc2c3cc1Oc1c(OC)c(OC)cc4c1C(Cc1cccc(c1)Oc1ccc(c(O)c1)CC3N(C)CC2)N(C)CC4 (stereo unspecified),?,-9%,?,-1.3%,.,.,26%,.
N[C@@]1(C(=O)O)CC[C@H](C(=O)O)C1,-1%&5%&8%,-9%&-7%&-4%,-9%&-4%&-5%,-0.4%&2.7%&1.1%,.,.,1%&-2%&0%,.
Cn1ncnc2c(=O)n(C)c(=O)nc1-2,-3%,-11%,?,4.1%,7%,-7%,-8%,1µM*
C=C(C)[C@H]1CN[C@H](C(=O)O)[C@H]1CC(=O)O,-3%&5%&-2%,-1%&-20%,20µM*!,-1.2%&1.6%,.,.,2%&1%&0%,11%[46.1 µM]
COc1ccccc1N1CCN(C2CCN(C(=O)c3cc(OC)c(OC)c(OC)c3)CC2)CC1,11%,1%,?,0.0%,4%,-6%,2%,-11%[46.1 µM]
CC(=O)Nc1ccc(C2CN(C)CC2C(=O)c2ccc(Cl)cc2)cc1 (stereo unspecified),-3%,-4%,?,-0.8%[10.1 µM],18%,6%,0%,-5%
Cc1oc2ccc(OC(=O)N3CCOCC3)cc2c1C(=O)OC(C)C,-6%,-6%,4µM*,-3.5%,3%,-10%,4%,-6%[46.1 µM]
COC(=O)[C@@]1(C#N)[C@@H]2C=CC(C(C)=O)=CN2[C@@H](C(N)=O)[C@@H]1c1ccc(F)cc1,3%,-11%,-10%,1.6%,3%,-4%,5%,-18%
CCOP(=O)(OCC)C(c1ccccc1)N(C)C=O (stereo unspecified),2%,-22%,18µM*,-1.1%,2%,2%,4%,-7%[46.1 µM]
Cn1c(O)c(C=NCCCC(=O)O)c(=O)n(C)c1=O,-1%,-14%,-4%,-4.4%,-22%,-3%,-3%,-4%[46.1 µM]
O=C1NC(=O)N(CCNc2ncc(C(F)(F)F)cc2Cl)C(=O)C1/C=N/OCc1c(F)cccc1Cl (stereo unspecified),-2%,-3%,5%,0.4%,5%,4%,1%,-1%[46.1 µM]
CCc1ccc(CNCCc2ccccc2F)cc1,-7%,9%,1%,-0.9%,4%,0%,-6%,2%
CCc1cc(=O)[nH]c(SCCCF)n1,2%,-2%,6%,0.0%,4%,-2%,-4%,22%
CSCC[C@H](NC(=O)[C@H](Cc1ccccc1)NC(=O)CNC(=O)CNC(=O)[C@@H](N)Cc1ccc(O)cc1)C(=O)O,1%,-9%,-1%,1.1%,.,.,-2%,.
SMILES,GLA spleen mod,Tau fluor counter,ALDH1A1 block,Epigenetic derep,GAA glycogen,GAA inh,aGlu spleen mod,NPSR antag
COc1ccccc1CC1C(=O)C2CCN1CC2 (stereo unspecified),-1%,2%,0%,-1.2%,-22%,-5%,-2%,-14%[46.1 µM]
CC(O)(CS(=O)(=O)c1ccccc1)C(=O)Nc1ccc(C(F)(F)F)cc1 (stereo unspecified),-3%,-6%,0%,7.9%,3%,3%,-9%,-2%[46.1 µM]
C=CCn1c(O)c(/C=N/N2CCCCC2)c(=O)[nH]c1=O,9%,-6%,.,-1.3%,?,.,3%,11%
Cc1ccc(CN2CC3CC(C2)c2cccc(=O)n2C3)cc1 (stereo unspecified),4%,-5%,2%,1.0%,1%,-10%,-5%,17%[46.1 µM]
C[C@H]1CC[C@@H]2[C@@H](C)C(=O)O[C@H]3O[C@@]4(C)CC[C@H]1[C@@]32OO4,1%[29.1 µM],.,-11%[20.9 µM],0.0%[16.9 µM],.,.,5%[29.1 µM],.
CC(C)=CCCC(C)C1CC[C@@]2(C)C3=C(CC[C@@]12C)C1(C)CCC(O)C(C)(C)C1CC3 (stereo partly specified),-7%,-12%,28µM*,-0.2%,.,.,9%,.
CCC(C=C[C@@H]1OC(=O)C=C[C@H]1C)=C[C@H](C)CC=CC(C)=C[C@@H](C)C(=O)[C@@H](C)[C@H](O)[C@@H](C)CC(C)=CC(=O)O,3%[3.15 µM],-2%[2.34 µM],0.22µM*,-1.2%[1.91 µM],.,.,3%[3.15 µM],.
CN(Cc1ccccc1)C(=C(Cl)Cl)/C(=C1/NCCN1Cc1ccc(Cl)nc1)[N+](=O)[O-],6%,-25%,2%,0.1%,-4%,?,-14%,-26%[46.1 µM]
C=CCn1c(O)c(C(C)=NCCCn2ccnc2)c(=O)[nH]c1=O,8%,-3%,.,-1.9%,0%,.,4%,11%
C[C@]12CCC3C(CC[C@]4(O)C[C@@H](O)CC[C@]34C=O)[C@@]1(O)CC[C@@H]2C1=CC(=O)OC1 (stereo partly specified),-2%,4%,-9%,-1.2%,.,.,-1%,.
CN1CCN(c2nc(Cl)ncc2F)CC1,5%,-3%,1%,-2.8%,-11%,-1%,0%,17%
Cn1c(O)c(C=NC2CCCCC2)c(=O)[nH]c1=S,-4%,2%,?,-0.2%,15%,?,-10%,1%
Cc1cc(NC(=O)CCl)no1,2%,-2%,13µM*,?,-5%,?,12%,33%
C/C(=N\NC(=S)Nc1ccccc1)c1c(O)n(C)c(=O)n(C)c1=O,4%,?,0.79µM*,-0.9%,?,5%,4%,10%
O=C(O)CCC(=O)N1N=C(c2c(-c3ccccc3)c3cc(Cl)ccc3[nH]c2=O)CC1c1ccco1 (stereo unspecified),-1%,7%,?,0.0%,-6%,-1%,-19%,9%
CC(Cc1ccccc1)NC(=O)/C=C/C(=O)O (stereo unspecified),-4%,0%,6%,-0.4%,-18%,-1%,0%,8%
CC(=O)Oc1ccccc1C(=O)Nc1ncc([N+](=O)[O-])s1,-1%&0%,-30%,?,-1.1%,-19%,-3%[15.4 µM],-2%&0%,3.2µM*
O=c1[nH]c(=O)n(Cc2ccccc2)c(O)c1/C=N/NCCO,-12%,-11%,.,2.3%,?,.,-14%,18%
NCC(N)C(=O)c1ccccc1 (stereo unspecified),-15%,-8%,?,-2.2%,.,.,-10%,.
O=C1NC(=O)N(Cc2ccccc2Cl)C(=O)/C1=C/N1CCOCC1,4%,-23%,-11%,-1.1%,1%,-10%,6%,-8%[46.1 µM]
Cc1cc(=O)[nH]c(CCl)n1,1%,8%,-12%,2.2%,10%,-5%,-2%,14%
CCCS(=O)(=O)N1CCCC(C(=O)N2CCC3(CC2)OCCO3)C1 (stereo unspecified),-17%,-3%,6%,-2.3%,12%,1%,2%,-7%[46.1 µM]
COc1ccc(CNC(C)Cc2cccs2)cc1 (stereo unspecified),3%,5%,9%,-0.4%,3%,-2%,4%,-14%
CCC(C)N1C(=O)/C(=C/c2ccc3c(c2)CCN3CCCCl)C(=O)NC1=S (stereo unspecified),-5%,?,0.22µM*,-1.1%,-29%,0%,-4%,-48%
CC(C)(C)NC[C@@H](O)COc1cccc2[nH]c(C#N)cc12,-3%,-12%,3%,2.2%,.,.,-5%,.
SMILES,GLA spleen mod,Tau fluor counter,ALDH1A1 block,Epigenetic derep,GAA glycogen,GAA inh,aGlu spleen mod,NPSR antag
CCCCC[C@@H](/C=C/C=C\CCCCCCCCCC(=O)O)OO,11%,-1%,0%,1.1%,.,.,-4%,.
CP(C)(=O)CCC(=O)O,0%,14%,-13%,-1.0%,2%,-18%,-3%,0%[46.1 µM]
COc1nc(NC(C)C)nc(NC(C)C)n1,4%&-2%,-5%&0%,0%&15%,-1.1%&-4.1%,-1%,-2%,1%&0%,0%[46.1 µM]
COP(=O)(OC)Oc1ccc(C(O)C(Cl)(Cl)Cl)cc1 (stereo unspecified),3%,-3%,.,-1.1%,0%,.,0%,15%
O=C1CCN(C(=O)Cc2ccccc2[N+](=O)[O-])CC1,-1%,-4%,9%,-0.9%,0%,4%,-2%,12%
CCCCc1nc2ccccc2c(=O)n1-c1ccccc1O,7%,-9%,?,-0.9%,3%,-10%,-14%,-27%[46.1 µM]
CC12CCCCC1N(O)CN2O (stereo unspecified),5%,-11%,-8%,1.3%,18µM*,-1%,2%,6%[7.67 µM]
O=c1[nH]c(=S)n(-c2ccccc2)c(O)c1/C=N/N1CCCCC1c1cccnc1 (stereo unspecified),9%,-4%,.,2.2%,-17%,-1%[15.4 µM],3%,16%

# Given with tabs: four of the compounds above
smiles	GLA spleen mod	Tau fluor counter	ALDH1A1 block	Epigenetic derep	GAA glycogen	GAA inh	aGlu spleen mod	NPSR antag
CCCCC[C@@H](/C=C/C=C\CCCCCCCCCC(=O)O)OO	11%	-1%	0%	1.1%	.	.	-4%	.
O=c1[nH]c(=S)n(-c2ccccc2)c(O)c1/C=N/N1CCCCC1c1cccnc1 (stereo unspecified)	9%	-4%	.	2.2%	-17%	-1%[15.4 µM]	3%	16%
CCCCc1nc2ccccc2c(=O)n1-c1ccccc1O	7%	-9%	?	-0.9%	3%	-10%	-14%	-27%[46.1 µM]
COc1nc(NC(C)C)nc(NC(C)C)n1	4%&-2%	-5%&0%	0%&15%	-1.1%&-4.1%	-1%	-2%	1%&0%	0%[46.1 µM]
